# Compound activity (PubChem)
# PI4K2A block: qHTS for small molecular inhibitors of PI4K2A; activity change, negative = inhibition, % at 76.9 µM; hit rate 0.13% among 420,000; purified PI4K2A, ADP-Glo luminescence, 1 h; stronger effect = lower value; AID 1346378, 2018; in the data active = activity change below about -50%; inconclusive = mostly about -30% to -49%;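 also: -100% = wells without enzyme as full effect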
#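 In this quantitative HTS, ADP production by PI4K2A was quantified luminescently after 1 h at ambient temperature; 100 microM adenosine served as plate-quality control.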
# LDHA block: qHTS assay for inhibitors of human lactate dehydrogenase; L-lactate dehydrogenase A chain (Homo sapiens), P00338; purified LDHA, NADH/diaphorase-resazurin fluorescence; stronger effect = lower value; activity change, % (values are at about 110 or 230 µM); hit rate 0.15% among 480,000; AID 1347041, 2019; in the data active = activity change below about -30%; inconclusive = mostly about -25% to -30%;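 also: plate controls were DMSO wells for no effect and wells without enzyme for full effect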
#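 LDH5 2 nM; NADH 0.06 mM, pyruvate 0.2 mM; 200 mM Tris pH 7.4, EDTA, Tween-20; 5 min RT. Detection: diaphorase 0.133 mg/mL + resazurin 37 µM, fluorescence ex540/em590 at 0 and 20 min; normalized to enzyme-free and DMSO wells.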
# Vif-APOBEC3G blk: qHTS for Inhibitors of Vif-A3G Interactions: qHTS; DNA dC->dU-editing enzyme APOBEC-3G (Homo sapiens), Q9HC16; HeLa A3G-eYFP + Vif (tagged APOBEC3G with the HIV-1 protein that degrades it), YFP fluorescence, overnight; Potency, µM (top dose mostly 46.1 µM), inactives show top-dose activity, negative = active, actives largely listed as inhibitors; hit rate 0.076% among 410,000; AID 602310, 2012;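 also: potency is read from the fitted curve at half-maximal effect; % is scaled to controls: 0 for no effect and ±100 for the full control effect; nearly all actives have a fitted effect of over 60% in size; hits raise eYFP signal because A3G escapes Vif-driven loss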
# Target sequence (Q9HC16 whole entry, looked up): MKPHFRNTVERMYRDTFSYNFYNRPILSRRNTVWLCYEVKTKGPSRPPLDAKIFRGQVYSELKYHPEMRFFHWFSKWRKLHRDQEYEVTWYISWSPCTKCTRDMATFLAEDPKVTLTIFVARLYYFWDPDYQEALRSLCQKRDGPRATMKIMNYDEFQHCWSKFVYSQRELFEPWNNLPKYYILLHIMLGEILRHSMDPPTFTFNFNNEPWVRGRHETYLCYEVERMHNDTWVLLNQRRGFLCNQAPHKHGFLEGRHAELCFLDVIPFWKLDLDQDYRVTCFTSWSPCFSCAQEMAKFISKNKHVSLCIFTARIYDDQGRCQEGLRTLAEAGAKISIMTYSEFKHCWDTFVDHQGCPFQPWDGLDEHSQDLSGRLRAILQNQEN
#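 Read-out is eYFP fluorescence (Ex 488/Em 500-530) from Vif-expressing HeLa A3G-eYFP cells; more signal means A3G escaped Vif-mediated degradation. Cells plated overnight, compound pinned in, incubated overnight at 37 deg C.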
# RXFP1 agonist: qHTS Assay for Agonists of the Relaxin Receptor RXFP1 | hit rate 0.3% among 370,000 | Potency, µM (top dose mostly 57.5 µM), inactives show top-dose activation, actives largely listed as activators | Relaxin receptor 1 (Homo sapiens), Q9HBX9 | HEK293T-RXFP1 cAMP TR-FRET, 30 min; response scale: percent of porcine relaxin response, buffer zero; also: potency is read from the fitted curve at half-maximal effect; % is scaled to controls: 0 for no effect and ±100 for the full control effect; nearly all actives have a fitted effect of over 60% in size; many of its hits are not listed in these tables
#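 cAMP rise read by TR-FRET after 30 min, 37C compound exposure (up to 58 uM) in RXFP1-transfected HEK293 cells with Ro 20174 present. EC50 from Hill-equation fits, with 29 nM porcine relaxin as 100% and buffer as basal.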
# USP1-UAF1 inh: Inhibitors of USP1/UAF1: Primary Screen; recombinant USP1/UAF1, Ub-Rhodamine cleavage fluorescence; Ubiquitin carboxyl-terminal hydrolase 1 (Homo sapiens), O94782; hit rate 0.23% among 390,000; AID 743255, 2014; Potency, µM (top dose mostly 57.1 µM), for inactives: at the highest dose activity change, negative = inhibition, usual class: inhibitors; also: potency is read from the fitted curve at half-maximal effect; % is scaled to controls: 0 for no effect and ±100 for the full control effect; nearly all actives have a fitted effect of over 60% in size; inactives centre near -12
#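 In this screen, compounds sit with the deubiquitinase complex (1nM) for 15 min at room temperature before Ub-Rho is added at 150nM final. Fluorescence rise is then followed for 6 reads every 60 seconds.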
# IDH1 R132H inh: qHTS for Inhibitors of mutant isocitrate dehydrogenase 1 (IDH1): qHTS. IDH1-R132H enzyme, NADPH consumption, diaphorase/resazurin fluorescence. Isocitrate dehydrogenase [NADP] cytoplasmic (Homo sapiens), O75874. Potency, µM (doses to about 76.6 µM), without a hit: top-dose activity change, negative = inhibition, actives largely listed as inhibitors. hit rate 0.093% among 390,000; also: potency is read from the fitted curve at half-maximal effect; % is scaled to controls: 0 for no effect and ±100 for the full control effect; nearly all actives have a fitted effect of over 65% in size
#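 IDH1-R132H (0.5 ug/mL) preincubated 30 min with compound, then NADPH (0.016 mM) and alpha-KG (2 mM) added; 80 min at RT, pH 7.5. Remaining NADPH coupled via diaphorase/resazurin to fluorescence (540/590 nm); concentration-response curves normalized to no-enzyme control.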
# Glioma ERSR ind: qHTS for Inducers of the Endoplasmic Reticulum Stress Response (ERSR) in Human Glioma: qHTS | U87-MG GRP78 promoter luciferase reporter, 16 h | Potency, µM, for the others: at the top dose activation, hits mostly activators | hit rate 0.02% among 420,000 | AID 602332, 2012; also: potency is read from the fitted curve at half-maximal effect; series mostly up to about 76 µM; % of control where 0% means no effect; nearly all actives have a fitted effect of over 35% in size
#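 ERSR induction read as luciferase luminescence (Bright-Glo, 10 min at room temperature) in stably transfected human U87-MG glioma cells exposed to compounds for 16 h, using GRP78 as sensor.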
# TrxR1 substrate: qHTS Assay for Substrates of Mammalian Selenoprotein Thioredoxin Reductase 1 (TrxR1): qHTS | Thioredoxin reductase 1, cytoplasmic (Rattus norvegicus), O89049 | purified TrxR1 substrate turnover, NADPH consumption readout | Potency, µM (titrated, usually from 114 µM), without a hit: at the highest dose activity change, negative = substrate turnover | hit rate 0.01% among 390,000 | AID 588456, 2011; also: potency is read from the fitted curve at half-maximal effect; % is scaled to controls: 0 for no effect and ±100 for the full control effect; nearly all actives have a fitted effect of over 50% in size
# Target sequence (O89049 whole entry, looked up): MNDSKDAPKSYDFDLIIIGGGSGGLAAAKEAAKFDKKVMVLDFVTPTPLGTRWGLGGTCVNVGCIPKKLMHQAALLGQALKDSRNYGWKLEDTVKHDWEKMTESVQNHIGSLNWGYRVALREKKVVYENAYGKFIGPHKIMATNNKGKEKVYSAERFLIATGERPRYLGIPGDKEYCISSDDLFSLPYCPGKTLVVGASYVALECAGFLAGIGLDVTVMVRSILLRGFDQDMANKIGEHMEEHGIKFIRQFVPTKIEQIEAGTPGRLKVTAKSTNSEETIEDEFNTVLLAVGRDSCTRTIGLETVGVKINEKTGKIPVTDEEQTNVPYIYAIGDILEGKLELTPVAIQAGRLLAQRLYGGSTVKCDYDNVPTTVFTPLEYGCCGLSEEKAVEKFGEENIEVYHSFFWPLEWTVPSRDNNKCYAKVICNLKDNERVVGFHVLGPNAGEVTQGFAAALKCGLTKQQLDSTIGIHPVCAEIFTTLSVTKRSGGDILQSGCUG
#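 Rat TrxR1, dispensed at 90 nM, was prereduced with 400 uM NADPH (final) for 5 min at ~22 deg C, then incubated with compound 15 min before 400 uM selenite. A first-read NADPH fluorescence drop versus no-compound background flagged substrates.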
# Vif-APOBEC3F blk: qHTS for Inhibitors of Vif-A3F Interactions: qHTS | hit rate 0.2% among 390,000 | HeLa A3F-eYFP + Vif (tagged APOBEC3F with the HIV-1 protein that degrades it), YFP fluorescence increase | Potency, µM (doses to about 46.1 µM), inactives show at the highest dose activity, negative = active; also: potency is read from the fitted curve at half-maximal effect; % of control where 0% means no effect; nearly all actives have a fitted effect of over 65% in size
#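 HeLa cells stably expressing Vif plus C-terminally eYFP-tagged A3F were seeded, incubated overnight at 37 deg C, dosed with compound, incubated overnight again at 37 deg C. Yellow fluorescence (Ex 488/Em 500-530) reported blocked Vif-mediated A3F-eYFP degradation.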
# * marks the source's active call; other numbers are inactive results; u = inconclusive; x = not tested or not shown; & = joins results of further samples; [ ] = remark or other dose. Unless noted, calls follow the shape of the dose curve; as a rule, active = well fitted curve in the direction sought with a large enough effect; inconclusive = small, poorly fitted or top-dose-only effect, or another doubt; inactive = no such curve, though single readings can be large; an effect the other way counts as inactive or inconclusive. The list is partial; count on the stated rates, not on these rows.
# The line under a structure holds: PI4K2A block | LDHA block | Vif-APOBEC3G blk | RXFP1 agonist | USP1-UAF1 inh | IDH1 R132H inh | Glioma ERSR ind | TrxR1 substrate | Vif-APOBEC3F blk
CSc1ncccc1C(=O)Nc1cccc(C)n1
    1 | -1 | 0% | -0.1% | -11% | 2% | 5% | -8% | -3%
COc1ccccc1C(=O)Nc1onc(C)c1C#N
    0 | -3 | 1% | 1.9% | -15% | 6% | 1% | 3% | 13%
N#C/C(=C\c1ccc(-c2ccc(F)cc2)o1)C(=O)Nc1nc(-c2cccs2)cs1
    4 | 1 | u | -0.5% | -11% | 5% | -1% | -11% | u
CCNC(=O)C(=O)NCC1OCCCN1S(=O)(=O)c1cccs1 (stereo not drawn)
    -6 | -5 | 1% | -0.1% | -8% | -2% | -2% | 13% | -7%
COc1ccc(C(=O)c2c[nH]c(C(=O)NCc3cccnc3)c2)cc1
    0 | -4 | -2% | -1.3% | -12% | 2% | -1% | 6%[57.1 µM] | 4%
Cc1ccc(-c2cc(C(=O)Nc3ccc(S(=O)(=O)Nc4ncccn4)cc3)c3ccccc3n2)cc1
    -8 | -6 | -8% | 0.9% | -13% | -4% | 1% | 25% | 4%
COc1ccc(OCC(=O)N2CCN(C(=O)COc3ccccc3)CC2)cc1
    -5 | -4 | 1% | 0.4% | -8% | 10% | -2% | -5% | 7%
Cc1oc2c(c1C(=O)NC(Cc1c[nH]c3ccccc13)C(=O)O)CCCC2 (stereo not drawn)
    -2 | -3 | -1% | -0.4% | -13% | 1% | 0% | 3% | -1%
COc1ccc(Cl)c2sc(N(Cc3cccnc3)C(C)=O)nc12
    -6 | -1 | 1% | 7.2% | -23% | 10% | -4% | 13% | 0%
O=C(Nc1cc(Cl)ccc1N1CCOCC1)c1ccncc1
    -11 | 0 | -13% | x | -25% | -2% | -4% | 4% | 1%
O=C(CCCN1C(=O)c2cccc3cccc(c23)C1=O)Nc1nccs1
    -5 | -2 | 2% | 0.4% | -19% | -2% | 1% | 1% | -10%
CCn1c(=O)cc(OCC(=O)N(C)c2ccc(OC)cc2)c2ccccc21
    5 | 0 | 4% | -0.8% | -25% | 4% | -6% | 6% | -1%
Cc1nnc2n(C3CCCCC3)c(=O)c3c4c(sc3n12)COC(C)(C)C4
    -4 | -3 | -1% | 2.1% | -1% | 6% | -1% | 4% | 7%
CCN(C(=O)C1CCN(S(=O)(=O)c2ccc3c(c2)oc(=O)n3C)CC1)c1cccc(C)c1
    4 | -4 | -5% | -1.3% | -24% | 15% | 0% | 4% | -5%
CCn1c(C)c(C)c2cc(C(=O)N3CCN(c4cccc(C)c4C)CC3)ccc21
    4&3 | -3&4 | 2%&6% | -0.2%&6.2% | -26%&-15% | -9%&13% | -7%&5% | -4% | u
COc1ccc(/C=C/C(=O)NCC(=O)N/N=C(/C)c2ccc(Cl)cc2)cc1
    -4 | -15 | 1% | -2.2% | -10% | -3% | -2% | -4% | 2%
CCOCCCNC(=O)c1ccc2c(c1)N=C(CC)c1cc(Br)ccc1S2
    2 | -3 | -23% | -0.3% | -10% | 2% | -5% | -9% | -23%
Cc1nc2ccccc2n1CCN1CCOCC1
    -1 | -16 | 2% | 1.8% | -16% | 5% | -3% | 0% | 9%
Cc1cc(N2CCN(c3cccc(C)c3C)CC2)nc(-c2ccccc2)n1
    1 | 3 | -9% | 2.1% | -15% | 0% | 2% | 7%[57.1 µM] | 7%
COc1ccc(S(=O)(=O)N2CCOC2CNC(=O)C(=O)NCCCN(C)C)cc1C (stereo not drawn)
    -1 | -2 | -2% | x | -20% | 6% | -5% | 3% | 6%
COc1ccc(C(C(=O)NC2CCCCC2)N(C(=O)CCCC(=O)Nc2ccccn2)c2ccc3c(c2)OCCO3)cc1 (stereo not drawn)
    -1 | -5 | 0% | 1.2% | -8% | -5% | -2% | 4% | 0%
CCNC(=O)C1(C)CCN(C(=O)c2cccs2)C1 (stereo not drawn)
    -3 | -1 | -1% | x | x | x | -2% | x | x
COc1cccc(C(=O)OCCNC(=O)c2cccnc2)c1
    -6 | -5 | -1% | -2.3% | -18% | 2% | -4% | 1%[57.1 µM] | 0%
Cc1ccc(N(CC(O)CN2C(=O)NC(C)(C)C2=O)S(=O)(=O)c2ccc([N+](=O)[O-])cc2)cc1 (stereo not drawn)
    5 | -3 | 3% | -1.0% | -10% | 2% | -9% | 0% | 3%
COc1ccc(C2/C=C\CN(C(=O)OCc3ccccc3)CC(=O)N2Cc2ccc(F)cc2)cc1 (stereo not drawn)
    -4 | 1 | 0%&4% | 1.2% | -22% | 10% | -6%&0% | -7%&5% | -2%
Cc1ccc(NC(=O)C/C(N)=N/OC(=O)Nc2cccc(C)c2)cc1
    3 | -2 | 0% | 3.0% | -7% | 1% | 3% | -5% | -6%
Cc1ccc(S(=O)(=O)c2cn(CC(=O)Nc3ccc(F)cc3)c3cc4c(cc3c2=O)OCO4)cc1
    3 | -1 | -16% | 2.8% | -16% | -1% | 0% | 12% | u
CN(C)CCCNc1nc2cc(-c3ccc(C(=O)N4CCN(C)CC4)cc3)sc2c(=O)n1C
    -1 | -2 | -4% | x | x | x | -6% | x | x
COc1ccc(C2Nc3ccccc3C(=O)N2NS(C)(=O)=O)cc1OC (stereo not drawn)
    3 | -3 | 2% | 6.1% | -1% | -10% | -4% | 68%[activator] | 1%
O=C(O/N=C1/CCCc2occc21)c1ccccc1
    u | -7 | -4% | 2.3% | -20% | 2% | 5% | 8%[57.1 µM] | 0%

# Compound profiles (already shown).
# Listed for `Cc1cc(N2CCN(c3cccc(C)c3C)CC2)nc(-c2ccccc2)n1` : PI4K2A block = 1; LDHA block = 3; Vif-APOBEC3G blk = -9%; RXFP1 agonist = 2.1%; USP1-UAF1 inh = -15%; IDH1 R132H inh = 0%; Glioma ERSR ind = 2%; TrxR1 substrate = 7%[57.1 µM]; Vif-APOBEC3F blk = 7%
# Listed for `O=C(Nc1cc(Cl)ccc1N1CCOCC1)c1ccncc1` : PI4K2A block = -11; LDHA block = 0; Vif-APOBEC3G blk = -13%; RXFP1 agonist = x; USP1-UAF1 inh = -25%; IDH1 R132H inh = -2%; Glioma ERSR ind = -4%; TrxR1 substrate = 4%; Vif-APOBEC3F blk = 1%

# Next section
# The line under a structure holds: PI4K2A block | LDHA block | Vif-APOBEC3G blk | RXFP1 agonist | USP1-UAF1 inh | IDH1 R132H inh | Glioma ERSR ind | TrxR1 substrate | Vif-APOBEC3F blk
CCc1nnc(NC(=O)CCC(=O)NC2CCCCCC2)s1
    -3 | -2 | -2% | 2.6% | -12% | -7% | -2% | 0% | 1%
C=CCn1c(SCc2ccccc2)nnc1-c1cccnc1
    1 | -5 | 1% | 0.2% | -3% | 1% | -1% | 2% | -12%
Cc1ccc(CNC(=O)c2ccc(CN3CCOCC3)cc2)cc1
    2 | -14 | -7% | 0.6% | -17% | -2% | 0% | 2% | -2%
O=C(COC(=O)[C@H](Cc1ccccc1)NC(=O)c1ccco1)Nc1ccccc1OC(F)F
    -1 | -11 | -2% | x | -7% | -1% | -2% | -8% | -5%
COc1ccc(-c2nsc3c(N4CCCC4)ncnc23)cc1
    -1 | 0 | -1% | u | -15% | 6% | -11% | 3%[57.1 µM] | 0%
Cn1c(-c2ccc(C(F)(F)F)cc2)cc2onc(-c3ccccc3)c2c1=O
    0 | -7 | 1% | -1.0% | u | -15% | 7% | 11% | 4%
S=c1[nH]ncn1-c1ccccn1
    -10 | -4 | -1% | 0.3% | -4% | 3% | -5% | 16%[57.1 µM] | -4%
O=C(NNC(=O)C1COc2ccccc2O1)c1ccccc1O (stereo not drawn)
    1 | 1 | 1% | -0.2% | u | 3% | -1% | 17% | 3%
Cc1cc(N/N=C/c2ccccc2Br)nc2ccccc12
    5 | -3 | 1% | -0.7% | u | 0% | 6% | -11% | -19%
Cc1ccc(C)c(N2CCN(S(=O)(=O)c3cn(C)cn3)CC2)c1
    -3 | -9 | 0% | -0.4% | -15% | -5% | -2% | 1% | 1%
COc1cccc(CNC(=O)C(=O)NCC2CCCN2S(=O)(=O)c2cc(C)ccc2C)c1 (stereo not drawn)
    2 | -6 | -12% | 0.0% | -18% | -4% | -4% | 1% | -15%
Nc1ncc(S(=O)(=O)N2CCN(c3ccccc3)CC2)cn1
    -1 | -1 | 5% | 18% | 8% | -7% | -1% | -2%[57.1 µM] | 11%
